# Screens as filed in PubChem BioAssay.
# ABCB1 block: inhibitors of human ABCB1 transporter, ABCG2 counter-screen; P08183; CCRF-Adr cells, JC-1 efflux, flow cytometry; inhibition, % at 6.6 µM; 190,000 compounds, 0.067% hits; AID 1326; in the data active = inhibition above about 40%;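 note: 0% = vehicle and 100% = reference inhibitor; higher value means more JC-1 retained so stronger ABCB1 efflux block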
# RGS4-Gao reg: human RGS4-Galphao interaction regulation; binding response (% of control), % at 10 µM; AID 1415; Multiplexed bead flow cytometry, RGS4-Galphao binding; actives lie on both sides; 220,000 compounds, 0.33% hits; P09471; in the data active = binding response below about 49% or above about 150%; inactive = in between;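 note: fluorescent Galphao activated with aluminum fluoride binding bead-coupled RGS4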
# Target sequence (P09471 whole entry, looked up): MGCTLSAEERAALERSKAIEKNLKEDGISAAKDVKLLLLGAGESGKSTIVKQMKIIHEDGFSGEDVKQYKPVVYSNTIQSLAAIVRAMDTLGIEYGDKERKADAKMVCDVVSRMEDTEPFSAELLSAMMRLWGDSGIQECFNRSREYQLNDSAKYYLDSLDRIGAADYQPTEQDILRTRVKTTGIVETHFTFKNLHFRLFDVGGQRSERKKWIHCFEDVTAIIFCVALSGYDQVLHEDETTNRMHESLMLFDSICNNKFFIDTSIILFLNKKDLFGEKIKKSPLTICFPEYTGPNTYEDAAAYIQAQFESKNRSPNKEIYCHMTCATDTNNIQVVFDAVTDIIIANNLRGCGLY
# Bim-Mcl-1: human Bim-Mcl-1 interaction inhibition | AID 1009 | inhibition, % at 10 µM | Bead-based flow cytometry, Bim peptide-Mcl-1 binding | Q07820 | 190,000 compounds, 0.1% hits; in the data active = inhibition above about 40%;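 note: 0% = no compound tracer wells and 100% = peptide blocker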
# Mcl1-Noxa inh: Mcl-1/Noxa interaction inhibition. Q07820. TR-FRET Mcl-1/Noxa peptide binding, 2 h. inhibition, % at 21.7 µM. 220,000 compounds, 1.5% hits;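 active = compounds that cut the protein-peptide binding signal by more than 50% relative to plate controls in a single-dose test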;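 note: His-tagged Mcl-1 with rhodamine Noxa BH3 peptide and terbium anti-His antibody; 0% = Mcl-1 plus Noxa peptide wells and 100% = peptide-only wells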
# GSH fluor: compound fluoresces at 488/530 nm on GSH beads; GSH beads flow cytometry, compound fluorescence 488/530 nm; stronger effect = higher value; fluorescence (KMESF) at 10 µM; 190,000 compounds, 0.25% hits; AID 1776; in the data active = fluorescence above about 89;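 note: glutathione beads carrying GST-tagged Bcl family fusion proteins plus one bare bead set; values are compound well signal with DMSO vehicle wells as background; inactives centre near 16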
# RGS8-Gao reg: regulators of human RGS8-Galphao interaction. multiplexed bead flow cytometry, RGS8-Galphao binding; actives lie on both sides. 220,000 compounds, 0.34% hits. P09471. response (percent of control binding), % at 10 µM; in the data active = response below about 60% or above about 140%; inactive = in between;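 note: Galphao activated as the GDP aluminium fluoride complex binding bead-coupled RGS8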
# ABCG2 inh: blocks JC-1 efflux by human ABCG2 transporter | IgMXP3 cells, flow cytometry | inhibition, % at 6.6 µM | AID 1325 | 190,000 compounds, 0.1% hits | Q9UNQ0;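 active = inhibition above 80%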;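 note: 0% = DMSO and 100% = nicardipine control wells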
# Target sequence (Q9UNQ0 whole entry, looked up): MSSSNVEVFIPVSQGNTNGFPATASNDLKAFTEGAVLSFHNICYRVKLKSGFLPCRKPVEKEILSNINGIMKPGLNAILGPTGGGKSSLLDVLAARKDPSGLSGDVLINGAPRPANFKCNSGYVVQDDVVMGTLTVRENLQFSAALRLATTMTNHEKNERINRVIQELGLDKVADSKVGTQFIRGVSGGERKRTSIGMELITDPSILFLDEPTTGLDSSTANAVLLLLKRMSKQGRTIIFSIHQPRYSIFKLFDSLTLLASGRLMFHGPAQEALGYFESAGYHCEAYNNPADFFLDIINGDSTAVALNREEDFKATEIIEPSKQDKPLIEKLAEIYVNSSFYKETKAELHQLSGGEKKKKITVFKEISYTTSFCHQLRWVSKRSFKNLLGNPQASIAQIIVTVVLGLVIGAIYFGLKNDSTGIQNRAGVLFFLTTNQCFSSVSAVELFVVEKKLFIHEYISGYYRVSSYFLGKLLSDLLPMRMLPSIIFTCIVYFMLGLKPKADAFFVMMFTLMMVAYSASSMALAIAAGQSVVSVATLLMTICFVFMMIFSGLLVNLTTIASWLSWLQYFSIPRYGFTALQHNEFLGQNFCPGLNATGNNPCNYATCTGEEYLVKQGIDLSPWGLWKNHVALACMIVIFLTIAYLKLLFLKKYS
#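 Read-out basis: Efflux inhibition in percent versus controls | Test system: ABCG2 IgMXP3 and barcoded ABCB1 CCRF-Adr cell mix | Quantity: 3 million cells/mL in well | Schedule: 10 min at 25 °C | Control set: Nicardipine as high control, DMSO as low control | Reagent: JC-1 as fluorescent efflux pump substrate | Signal: Flow cytometry of retained JC-1 fluorescence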
# Mcl1-Bid inh: Mcl-1/Bid interaction inhibition. inhibition, % at 21.7 µM. 220,000 compounds, 0.97% hits. AID 1021. TR-FRET Mcl-1/Bid-Dy647 peptide binding, 1536-well;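 active = compounds that cut the binding signal by more than half at the single screening dose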;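 note: His-tagged Mcl-1 with europium anti-His antibody binding Bid BH3 peptide; 0% = Mcl-1 plus peptide wells and 100% = peptide-only wells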
# Avidin bead fluor: compound fluoresces at 488/530 nm on avidin beads; fluorescence (KMESF) at 10 µM; 220,000 compounds, 0.38% hits; compound fluorescence 488/530 nm, flow cytometry; stronger effect = higher value; AID 1775; in the data active = fluorescence above about 47; note: inactives centre near 10
# Pf gametocyte: kills late stage P. falciparum gametocytes | AID 743093 | P. falciparum stage V gametocytes, ATP luminescence, 24 h | 150,000 compounds, 0.065% hits | inhibition, % at 10.9 µM;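 active = inhibition above the mean plus 3 SD of compounds within the control limits, set per campaign, cut at about 38% in these data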;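 note: 0% = DMSO wells and 100% = medium only without gametocytes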
# RGS7-Gao reg: regulators of human RGS7-Galphao interaction; binding response (% of control), % at 10 µM; AID 1439; 220,000 compounds, 0.35% hits; P09471; Multiplexed bead flow cytometry, RGS7-Galphao binding; actives lie on both sides; in the data active = binding response below about 49% or above about 150%; inconclusive = no clear call, values can overlap the other calls; inactive = in between;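 note: fluorescent Galphao held in activated GDP-AlF4 state binding bead-coupled RGS7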
# An asterisk follows results filed as active; ? = inconclusive; · = no result given.
# Values run as follows: Pf gametocyte	ABCG2 inh	Bim-Mcl-1	RGS4-Gao reg	Avidin bead fluor	RGS8-Gao reg	Mcl1-Noxa inh	RGS7-Gao reg	Mcl1-Bid inh	ABCB1 block	GSH fluor
O=S(=O)(Nc1nc2ccccc2nc1Nc1ccc2c(c1)OCCO2)c1cccs1
→ 8	0	0	102	10	99	44	98	-38	-0.1	35
CN1CCN(S(=O)(=O)c2ccc(-c3ccc(Cl)cc3)cc2)CC1
→ 2	3	0	102	43	100	16	100	-6	1.1	14
CC(=O)Oc1ccc2c(c1)cc(C)n2C
→ ·	9	-4	104	5	113	16	105	-36	0.8	15
O=C(CCc1ccccc1)Nc1nc2n(n1)C(c1ccccc1)CC(=O)N2 (stereo not given)
→ ·	0	-1	102	8	100	3	99	-14	-0.2	23
COc1cc(OC)c2c(O)c3c(c(-c4c5c(c(O)c6c(OC)cc(OC)cc46)CO[C@@H](C)[C@H]5O)c2c1)[C@H](O)[C@H](C)OC3
→ ·	-2	-4	104	7	99	102*	104	79*	0.9	22
Cc1nnc(N(Cc2ccco2)C(=O)c2cccc(C#N)c2)s1
→ ·	1	-5	101	21	103	2	100	-3	0.4	32
CC1=C(C(=O)NCc2ccco2)C2(CCC(C)CC2)OC1=O (stereo not given)
→ ·	0	0	96	22	101	4	94	-5	-0.1	14
O=C1c2cc(S(=O)(=O)NCCO)ccc2-c2ccc(S(=O)(=O)NCCO)cc21
→ ·	3	-5	100	12	99	2	99	-14	0.5	25
CC(=O)Nc1ccc2nc(-c3ccco3)[nH]c2c1
→ 8	5	-1	104	21	105	-1	104	13	1.3	8
COc1ccccc1C(=O)n1nc(C)cc1C
→ 15	1	-4	103	9	103	6	105	-8	0.5	15
CN(C)C1=NC(=O)/C(=C\c2ccccc2)S1
→ 9	2	0	100	9	100	11	99	-2	0.1	11
O=C(c1sc2ccccc2c1Cl)N(Cc1cccs1)C1CCS(=O)(=O)C1 (stereo not given)
→ ·	0	-2	100	7	94	1	95	-5	0.0	19
COc1cccc(OC)c1OCCN(C)C
→ ·	0	-4	104	14	102	-5	103	-1	-0.1	47
COCCNC(=O)c1ccc2c(c1)nc(C)n2-c1cccc(F)c1
→ 8	24	-3	101	27	100	-3	103	-8	-0.4	21
O=C(CCn1c(=O)oc2ccccc21)Nc1cccc(Cl)c1
→ ·	21	0	101	6	104	-8	104	-15	1.4	17
NNC(=O)Cn1cnc2ccccc21
→ -17	0	-1	102	10	102	-12	?	-46	-0.1	18
CC(=O)Nc1ccc(CN2CCCC(C(=O)c3cccc(C(F)(F)F)c3)C2)cc1 (stereo not given)
→ ·	5	-5	105	3	102	15	103	-23	2.7	10
COc1nn(-c2nc(-c3ccccc3)cc(C(F)(F)F)n2)cc1[N+](=O)[O-]
→ ·	17	-2	100	2	101	-2	99	-8	1.5	6
CC(C)c1[nH]nc2c1C(Cc1ccccc1)C(C#N)=C(N)O2 (stereo not given)
→ -2	0	-5	105	5	102	19	98	-59	0.2	24
Cc1[nH][nH]c(=O)c1C(c1c(C)[nH][nH]c1=O)c1cn(Cc2ccc(F)cc2)c2ccccc12
→ ·	5	0	102	13	107	-18	104	-74	1.1	9
COc1ccc(-c2nn(-c3ccccc3)cc2CN(C)CCn2ccnc2C)c(F)c1
→ -2	·	·	94	12	93	4	?	-14	·	·
COc1cc(CN2CCNC(=O)C2CC(=O)N2CCc3ccccc3C2)cc(OC)c1 (stereo not given)
→ -13	0	-2	102	11	98	41	102	-3	-0.6	15
COc1ccccc1OCCC(=O)OCC(=O)NC(C)c1ccccc1 (stereo not given)
→ 12	3	-9	100	13	99	10	100	6	0.6	21
O=C(O)c1n[nH]c2c1CCCC2
→ ·	5	2	98	14	98	8	100	22	0.8	25
O=C(Cc1ccccc1)Nc1cccc(C(=O)N/N=C/c2ccco2)c1
→ -25	2	-4	104	12	102	-7	102	-7	-6.1	22
CN1CC(c2ccc(Cl)c(Cl)c2)[C@@]2(COc3ccccc3C2=O)[C@@]12C(=O)Nc1ccccc12 (stereo not given in full)
→ -14	2	-1	98	35	101	22	98	-3	1.3	13
COC(=O)C1=C(NC(=O)c2ccccc2C)CCS1
→ ·	3	-2	103	10	100	3	97	-40	0.6	13
CCOc1ccc(NS(=O)(=O)c2ccc3c(c2)oc(=O)n3C)cc1
→ 21	1	0	102	15	104	1	100	-54	0.2	6
COc1ccccc1N(C)S(=O)(=O)c1ccc(C(=O)NC(C)(C)C)cc1
→ ·	1	4	103	5	101	13	105	-3	0.4	54
CN(C)S(=O)(=O)c1ccc(Cl)c(C(=O)OCC(=O)NC(=O)c2cccn2C)c1
→ 19	2	-3	103	3	103	16	101	-35	0.7	7
O=C(c1ccccc1F)N1CCCC(C(=O)N2CCN(c3ccccc3)CC2)C1 (stereo not given)
→ 23	·	·	125	40	97	-7	?	-38	·	·
COc1cccc(/C=C/C(=O)OCC(=O)NCc2ccco2)c1
→ -6	17	-3	91	8	99	41	95	-2	0.9	21
CCOC(=O)N1CCN(C(=O)C(=O)NNC(=O)COc2ccc(Cl)c(C)c2)CC1
→ 10	6	-10	100	7	99	-9	99	-24	0.1	10
CCOC(=O)C(C)Sc1ncnc2nc[nH]c12 (stereo not given)
→ 2	3	0	82	4	71	8	89	14	0.8	19
N#C/C(=N\Nc1ccccc1)C(=N)N1CCCCCC1
→ -14	·	·	97	8	103	-11	?	-39	·	·
O=C1CN(C(=O)COC(=O)CCCOc2ccccc2)c2ccccc2N1
→ ·	0	0	105	17	98	3	105	6	0.0	8
COC(=O)C(Sc1nc(C)cc(C)c1C#N)c1ccccc1 (stereo not given)
→ ·	3	-2	102	27	101	6	100	-4	1.0	54
CC(=O)Nc1ccc(N(CC(O)Cn2c3ccccc3c3ccccc32)S(=O)(=O)c2ccc(C)cc2)cc1 (stereo not given)
→ 21	-2	0	103	18	102	19	102	1	-0.3	16
CCOC(=O)Cc1csc(NC(=O)c2cccc(N3C(=O)CCC3=O)c2)n1
→ ·	0	0	99	35	100	1	99	-12	0.0	22
CCCOc1ccc2oc(=O)c3c(c2c1)CCCN3C(=O)CN1CCc2ccccc2C1
→ 11	16	-8	101	32	103	-24	103	-8	0.5	19
O=C(OCCCN=C1NS(=O)(=O)c2ccccc21)c1ccccc1F
→ ·	2	2	102	8	101	-3	97	-43	0.1	15
COc1cc(C2c3c(n[nH]c3C)C(=O)N2c2ccc(Br)cc2)ccc1O (stereo not given)
→ ·	4	0	100	10	100	2	104	-53	0.1	55
Cc1cccc(CCNc2nc3ccccc3n3nnnc23)c1
→ ·	2	0	95	36	102	-10	96	-25	0.4	15
Nc1cccc2c1C(=O)N(C(=O)/C=C/c1cccc(F)c1)C2=O
→ ·	6	-2	96	20	99	2	101	-7	1.8	14
CCOc1ccc(NC(=O)NC2CCOC(C)(C)C2)cc1 (stereo not given)
→ ·	0	-1	101	24	102	31	102	-18	0.0	12
CCOC(=O)c1cn(CC)c2ccc(S(=O)(=O)N3CCC(C)CC3)cc2c1=O
→ ·	-1	-2	119	21	121	43	119	19	-0.3	17
COc1ccc(S(=O)(=O)n2nc(-c3ccc(Cl)cc3)cc2N)cc1OC
→ ·	0	-5	105	6	106	21	97	-3	-1.2	22
CCOC(=O)c1nn(-c2ccc(OCC)cc2)c(C)c1C(C)=O
→ 23	4	-3	97	2	97	-22	102	-6	0.4	8
O=C(O)c1cccc(N2C(=O)C3CC=C(Cl)CC3C2=O)c1 (stereo not given)
→ ·	-3	1	104	9	101	29	101	-14	-2.2	21
O=C(COc1ccc([N+](=O)[O-])cc1)N1CCN(c2nnc(-c3ccccc3)c3ccccc23)CC1
→ 0	·	·	99	24	100	-9	?	3	·	·
COc1ccccc1NC(=O)CN1C(=O)CCS(=O)(=O)c2ccccc21
→ ·	5	-12	100	34	99	15	94	-11	0.8	11
CCC(=O)Nc1cccc(-c2cn3cccc(C)c3n2)c1
→ -10	·	·	102	7	101	-2	?	-26	·	·
COC(=O)C1=C(C)N(C(C)c2ccccc2)C(=O)/C1=C\c1ccco1 (stereo not given)
→ 33	1	-2	97	10	100	-1	99	-32	0.1	11
CCOc1ccc(NC(=O)Cc2ccccc2)c([N+](=O)[O-])c1
→ -22	8	-3	99	18	98	-6	99	-10	0.9	14
CCn1c(SCc2cccc(F)c2)nc2c(c1=O)SCC2
→ -7	8	-1	95	8	97	7	?	-23	0.5	17
O=C1C=CC(=O)N1N(c1ccccc1)c1ccccc1
→ 13	1	-2	94	15	93	46	96	45	0.7	17
O=C(N/N=C/C1CC2CCC1C2)c1c[nH]c2ccccc12 (stereo not given)
→ -17	1	-1	92	10	97	14	93	-48	0.1	16
CC(=O)C1=C(c2ccc(Br)cc2)C(=O)c2ccccc2C1=O
→ 9	2	-4	95	6	98	19	94	6	0.6	9
Cc1ccccc1Nc1c(-c2cccnc2)nc2ccc(Br)cn12
→ -6	2	-3	106	16	102	33	103	-9	1.5	11
CCOC(=O)c1cc(C)sc1/N=C/C1C(=O)CCCC1=O
→ -8	-6	-3	107	11	106	22	107	-30	-1.0	11

# (cont.)
# Values run as follows: Pf gametocyte	ABCG2 inh	Bim-Mcl-1	RGS4-Gao reg	Avidin bead fluor	RGS8-Gao reg	Mcl1-Noxa inh	RGS7-Gao reg	Mcl1-Bid inh	ABCB1 block	GSH fluor
CC(=O)Nc1cccc(NC(=O)c2ccc([N+](=O)[O-])cc2Cl)c1
→ 4	0	-3	88	1	72	15	89	6	0.4	14
COc1ccccc1N1CCN(CC(O)COc2ccc(S(=O)(=O)N3CCOCC3)cc2)CC1 (stereo not given)
→ ·	2	-5	100	16	93	10	103	15	1.1	28
COC(=O)C(CCSC)NC(=O)C(NC(=O)C1CCC(C)CC1)C(C)C (stereo not given)
→ 13	0	-2	100	11	101	-1	102	-24	0.1	9
Cn1c(=O)[nH]c(=O)c2c1nc(Br)n2CCCc1ccccc1
→ ·	4	-3	100	33	99	4	99	2	0.8	52
COC(=O)C1C(=O)C=C(Nc2ccc(F)cc2F)CC1c1ccc(OC)cc1 (stereo not given)
→ 7	3	0	101	10	106	9	101	-7	0.4	12
COC(=O)[C@@]1(Cc2ccc(OC)cc2)[C@@H]2[C@@H](CC(=O)[C@H]2CC(=O)C(=O)N(C)C)CN1C(=O)c1ccccc1
→ ·	3	-1	104	10	103	6	100	-4	2.2	17
CCOc1ccc(NC(=O)CSc2nc3c([nH]c4ccccc43)c(=O)n2C)cc1
→ ·	7	-2	98	10	102	50	93	32	1.3	14
O=C(NCc1ccc2c(c1)OCO2)Nc1cccc2ccccc12
→ -20	·	·	110	8	106	11	?	-6	·	·
Cc1ccc(-c2ccc(C(=O)Nc3ccccc3)o2)c2ccccc12
→ 3	0	-3	100	7	93	11	98	-8	-0.9	15
